Source: PubChem BioAssay
SENP7 inh: blocks the human protease SENP7; Q9BQF6; recombinant SENP7, Z-RLRGG-aminoluciferin luminescence, 40 min; inhibition, % at 5 µM; 1.5% of 330,000 active; AID 434973;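 active = inhibition above about 50% at the single test dose, limit read from the data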;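 note: plate controls were DMSO with enzyme for no effect and no enzyme buffer wells for full effect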
Target sequence (Q9BQF6 706-1050 limits assumed): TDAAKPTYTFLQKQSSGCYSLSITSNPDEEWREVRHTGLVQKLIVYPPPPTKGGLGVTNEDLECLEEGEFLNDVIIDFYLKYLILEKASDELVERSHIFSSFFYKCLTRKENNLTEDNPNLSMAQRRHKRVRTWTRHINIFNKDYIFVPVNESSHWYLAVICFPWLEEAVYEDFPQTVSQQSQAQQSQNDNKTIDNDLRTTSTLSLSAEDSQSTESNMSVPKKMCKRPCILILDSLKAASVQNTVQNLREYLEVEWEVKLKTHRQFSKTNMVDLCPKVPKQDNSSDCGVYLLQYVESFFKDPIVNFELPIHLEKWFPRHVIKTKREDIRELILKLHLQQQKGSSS
SENP8 inh: blocks the human protease SENP8; inhibition, % at 10 µM; purified SENP8, Z-RLRGG-aminoluciferin cleavage, luminescence; 1.2% of 330,000 active
Target sequence (Q96LD8 whole entry, looked up): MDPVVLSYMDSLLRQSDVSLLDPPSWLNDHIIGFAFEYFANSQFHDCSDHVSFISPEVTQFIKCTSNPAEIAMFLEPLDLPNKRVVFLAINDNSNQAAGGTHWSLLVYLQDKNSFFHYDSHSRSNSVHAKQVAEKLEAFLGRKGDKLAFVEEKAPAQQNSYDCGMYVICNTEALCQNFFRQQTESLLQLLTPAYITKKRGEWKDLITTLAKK
Jurkat NFkB inh: lowers PMA/ionomycin-induced NF-kB signal in Jurkat cells; PMA/ionomycin-induced NF-kB luciferase reporter, luminescence; 0.53% of 330,000 active; inhibition, % at 4 µM
Gli-Sufu antag: Gli-Sufu pathway antagonism | Sufu-KO-LIGHT fibroblasts, Gli luciferase reporter luminescence | inhibition, % at 5 µM | 0.74% of 340,000 active;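 active = inhibition above about 55%, limit read from the data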;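 note: 0% = DMSO-treated cells and 100% = wells with medium but no cells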
Apaf1 inhib: blocks human Apaf-1 apoptosome activity; O14727; reconstituted apoptosome caspase-3 activity, DEVD-Rh110 fluorescence; inhibition, % at 20 µM; 0.71% of 330,000 active; AID 489030; active = inhibition of at least 40% at 20 µM;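 note: plate controls were DMSO wells for no effect and DEVD-CHO caspase inhibitor wells for full effect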
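detection = Rh110 fluorescence intensity | test system = biochemical Apaf-1 apoptosome reconstitution | also added = cytochrome c and DEVD-Rh110 substrate | schedule = 30 min plus 50 min, RT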
UBC13 polyUb: blocks human UBC13 polyubiquitin chain formation; P61088; TR-FRET; inhibition, % at 20 µM; 0.47% of 330,000 active; AID 485273; in the data active = inhibition above about 45%, passing the limit was not always enough
Target sequence (P61088 whole entry, looked up): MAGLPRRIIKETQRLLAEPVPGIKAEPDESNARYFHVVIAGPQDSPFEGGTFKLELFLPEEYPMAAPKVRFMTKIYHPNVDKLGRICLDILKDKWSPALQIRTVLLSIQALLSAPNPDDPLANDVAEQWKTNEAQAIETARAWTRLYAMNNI
HKDC1 inh: inhibitors of human hexokinase HKDC1; Q2TB90; recombinant HKDC1, G6PDH/diaphorase resazurin coupled fluorescence; inhibition, % at 20 µM; 0.16% of 340,000 active; AID 493160;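 active = inhibition above about 35% when tested at 20 µM, limit read from the data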;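 note: plate controls were DMSO wells with enzyme for no effect and DMSO wells lacking enzyme for full effect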
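Test system: HK5 enzyme. Quantity: 5 µg/mL HK5 final. Reagent: glucose and ATP substrates. Schedule: 90 min reaction incubation at room temperature, dark. Technique: resazurin-to-resorufin fluorescence via G6PDH and diaphorase coupling, 525/613 nm. Control set: DMSO wells with and without enzyme mix.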
697 NFkB inh: lowers PMA/ionomycin-induced NF-kB signal in 697 B cells; AID 435022; inhibition, % at 4 µM; 697 B-cell NF-kB luciferase reporter, 16 h; 0.33% of 330,000 active; in the data active = inhibition above about 35%
The depositor's hits bear a star; nt = no result given. Cut-off read from the data, not from the text of the source, unless noted: active = inhibition above about 50%; inactive = the rest.

SMILES	SENP7 inh	SENP8 inh	Jurkat NFkB inh	Gli-Sufu antag	Apaf1 inhib	UBC13 polyUb	HKDC1 inh	697 NFkB inh
COCCCn1c(Cc2csc(Nc3cccc(Cl)c3)n2)nnc1SCC(=O)OC	-7	-13	-11	5	-1	-2	-3	3
COC(=O)c1cc2ccccc2n1Cc1ccc(Cl)nc1	4	5	-6	4	11	9	4	-3
Cc1ccc(-n2c3c(cc(C(=O)NC4CCSC4=O)c2=O)C(=O)CCC3)cc1 (centres undefined)	3	0	1	-1	3	-1	1	8
COc1ccc(S(=O)(=O)N(C)C[C@H]2Oc3ccc(NC(=O)NC(C)C)cc3C(=O)N([C@H](C)CO)C[C@@H]2C)cc1	6	5	18	-4	3	9	-6	32
C=CCSC1=N/C(=C/c2ccsc2)C(=O)N1c1ccccc1	-6	-3	-24	-19	19	-11	-3	-35
COc1ccc(NC(=O)COc2ccccc2C)cc1S(=O)(=O)N1CCCCC1	3	4	2	9	24	6	-2	1
OC1CCN(C(c2ccc3ncccc3c2)c2nnnn2C2CCCCC2)CC1 (centres undefined)	5	1	15	-5	-11	5	-7	6
CN(C(=S)NC(=O)CCCOc1ccc(Cl)cc1Cl)c1ccccc1	-8	-15	-2	0	14	8	15	2
Nc1cc(=O)[nH]c(SCC(=O)NNC(=O)c2ccccc2)n1	-13	2	4	-3	0	-4	-7	-40
O=C(Nc1nc2ccccc2n1CCOc1ccc(Cl)cc1)c1ccco1	7	-5	7	-3	22	10	-7	-14
Clc1cccc(CSc2nnc([C@@H]3CCCN3)o2)c1	12	3	4	-1	4	2	-4	-4
CCC(CC)CN1CCN=C1Nc1ccccc1	2	-2	8	28	-3	-1	-1	10
O=C(NC1CCCC1)C(c1ccncc1)N(C(=O)c1csnn1)c1ccccc1F (centres undefined)	-4	-1	-3	-12	0	9	-2	4
COc1cccc(C2CC(c3ccccc3)n3ncnc3N2)c1 (centres undefined)	-9	-4	-1	0	0	4	0	6
O=S(=O)(NCc1ccccc1)c1ccc(S(=O)(=O)N2CCCCC2)cc1	-3	2	-1	6	-5	-4	-10	-26
CCOC(=O)C1CCCN(c2c(NCCN3CCCCC3C)c(=O)c2=O)C1 (centres undefined)	-12	-13	-6	4	14	1	-3	-1
O=S(=O)(NC1CCCCC1)c1cccs1	1	2	-1	-18	-6	-5	-3	3
CCOC(=O)C(CC)n1cnc2c(nnn2-c2ccc(F)cc2)c1=O (centres undefined)	9	-6	2	1	4	2	0	1
CC1CCC2(CC1)NC(=O)N(CC(=O)Nc1cccc(S(=O)(=O)N3CCCCC3)c1)C2=O (centres undefined)	-5	5	27	-10	13	4	-3	17
CC(=O)Nc1ccc(NC(=O)C(NS(=O)(=O)c2ccc3c(c2)OCCO3)C(C)C)cc1 (centres undefined)	-5	0	-3	0	0	3	-5	10
Cc1ccsc1/C=N/Nc1ncc(Cl)cc1Cl	45	26	-93	-73	-2	-3	6	-51
COc1ccccc1CC(=O)Nc1cccc(C(=O)NN2C(=O)c3ccccc3C2=O)c1	-8	-5	-5	-9	7	0	-6	-28
CCC(C)N(C(=O)c1csnn1)C(C(=O)NCc1ccc(F)cc1)c1ccccc1F (centres undefined)	-10	-6	2	-19	11	-7	-4	5
c1ccc(-c2nnc(N3CCCC3)nc2-c2ccccc2)cc1	-5	-6	7	10	16	2	1	2
CCOC(=O)N/N=C/C=C/c1ccccc1[N+](=O)[O-]	-5	-3	-14	-5	5	-7	-15	3
SMILES	SENP7 inh	SENP8 inh	Jurkat NFkB inh	Gli-Sufu antag	Apaf1 inhib	UBC13 polyUb	HKDC1 inh	697 NFkB inh
CC1CCC(NC(=O)C2COc3ccccc3O2)CC1 (centres undefined)	4	5	-18	-34	11	-4	-2	-32
COc1cc(/C=C2/C(=O)NN(c3ccc(Cl)cc3)C2=O)ccc1OC(=O)c1ccco1	4	-3	-3	-8	20	-21	14	0
N#Cc1c(N2CCCC2)nsc1-c1ccccc1	20	42	-39	-20	7	6	1	-49
O=C1c2ccccc2CN1CCSC(=S)N1CCSCC1	0	-6	-82	nt	7	5	nt	-80
Cc1ccc(NC(=O)CCC(=O)N/N=C/C=C/c2ccccc2)cc1	9	2	-11	3	9	-14	13	-19
Cc1cc(C)n(CC(O)Cn2c3ccc(Br)cc3c3cc(Br)ccc32)c(=O)n1 (centres undefined)	-14	-8	7	-5	14	-4	-12	-8
CC1CCC(C(C)C)C(OC(=O)COC(=O)c2cc(O)ccc2N)C1 (centres undefined)	12	8	18	0	3	5	0	1
CN(C)C1=NCCN1CC1CCCC1	-2	1	9	0	-1	-7	-4	7
CC(=O)C1=C(O)C(=O)N(Cc2cccnc2)C1c1ccccc1Cl (centres undefined)	-3	-1	1	17	2	0	3	20
CCOc1cc(-c2cc(-c3ccc(OC)cc3)nc(N)c2C#N)ccc1O	-2	2	-6	15	17	7	-2	9
CCc1nn(C(C)C(=O)NCCc2ccccc2)c(=O)c2cc3occc3n12 (centres undefined)	-18	-19	10	4	6	0	-3	-31
Cc1cc(C)n(CC(=O)NC2CCCCC2)n1	7	10	-2	-4	-21	17	-6	9
COc1ccc(-c2nc3n(c2Br)CCC3)cc1	34	15	-86	-37	-1	-4	-2	-145
CSc1nn(CCc2ccncc2)c(=S)s1	5	-4	13	8	6	-7	2	12
O=C(Cn1cc2c(n1)CCCCC2)Nc1ccccc1Br	-1	-3	4	-18	-16	19	-1	-3
CC(C)(C)c1ccc(/C=N/NC(=O)C(=O)NCCCN2CCOCC2)cc1	-2	-5	0	-1	-22	-6	-10	-19
CCOC(=O)C1=C(C)N(c2nonc2NC(C)=O)C(N)=C(C#N)C1c1ccccc1F (centres undefined)	7	4	10	2	5	0	2	24
COc1ccc(/C=N/NC(=O)c2cccc(NC(=O)c3ccccc3Cl)c2)cc1	7	0	31	-10	10	-2	0	-29
CCCCC(=O)N1CCN(c2nc3ccc(Cl)cc3s2)CC1	21	10	-30	-2	4	1	-2	-102
CCCCCCCCNC(=O)c1cnccn1	1	-8	10	1	7	18	-11	-3
CCOC(=O)[C@H]1[C@H]2COc3ccc(C)cc3[C@@H]2N2C(=O)c3cc(Cl)ccc3NC(=O)[C@@]12C	-16	0	4	5	12	-3	-1	-16
CCOC(=O)N1CCN(CC(=O)Nc2ccc(F)c(F)c2)CC1	12	1	5	5	-5	-3	-3	-2
COc1ccc(NC(=O)CCCSc2ccccc2)cc1	2	3	-11	2	-3	5	0	-7
Cc1ccn2c(c1)nc(=S)n2C(=O)c1ccco1	-8	-16	-59	nt	1	5	nt	-86
COc1ccc(Cc2nnc(SCC(=O)N3CCCC3)o2)cc1	0	-1	6	6	-10	4	4	10
SMILES	SENP7 inh	SENP8 inh	Jurkat NFkB inh	Gli-Sufu antag	Apaf1 inhib	UBC13 polyUb	HKDC1 inh	697 NFkB inh
COC(=O)c1ccc(C(=O)OC)c(NC(=O)COC(=O)c2ccccc2OC)c1	9	-4	0	20	6	29	-9	6
Nc1nc(Cl)nc2c1ncn2[C@H]1C[C@H](O)[C@@H](CO)O1	-4	-2	65*	83*	5	-2	3	57*
Cc1ccsc1CNS(=O)(=O)c1ccc(F)cc1	-8	-10	5	41	4	-4	2	-15
COC(=O)c1scc(S(=O)(=O)C(C)(C)C)c1-n1cccc1	-1	-1	6	3	-16	8	-3	12
COCCOc1cc(-n2ccnc2SC)c(Cl)cc1Cl	2	-8	-9	nt	12	-4	4	-1
O=C(CCc1ccccc1)Nc1ccc2c(c1)OCO2	5	-1	-35	-39	0	-5	-2	-11
Cc1ccc(C(=O)NCC(=O)OCC(=O)c2ccc(C)c([N+](=O)[O-])c2)cc1	3	-3	4	-9	5	3	-7	2
CCCCCn1c(CN2CCN(CCO)CC2)nc2c1c(=O)n(C)c(=O)n2C	-5	1	2	-17	11	-2	1	-12
CCC(c1nc2ccccc2c(=O)n1CCN1CCOCC1)N1C(=O)c2ccccc2C1=O (centres undefined)	2	-3	-1	9	6	3	-10	4
CCOC(=O)c1c(-c2ccco2)csc1NC(=O)COC(=O)c1cnccn1	-7	3	8	-6	14	-8	8	-7
COc1cccc(-n2c(N)c(C(=O)Nc3c(C)n(C)n(-c4ccccc4)c3=O)c3nc4ccccc4nc32)c1	1	-2	-14	26	15	1	36*	2
C/C(CCc1ccc2c(c1)OCO2)=N\N=C(/N)SC1CC(=O)N(c2ccc(Cl)cc2)C1=O (centres undefined)	0	-8	-3	-2	13	-7	-9	8
CCc1cc(C(=O)Cc2cnn(-c3ccccc3)c2)c(O)cc1O	-1	0	14	11	1	9	-4	-1
Cc1ccc(NC(=O)CN2CCC(NC(=O)C3CCCCC3)CC2)c(Br)c1	2	-6	0	20	12	0	-8	-1
CC(C)C(NC(=O)CN(c1ccc2c(c1)OCCO2)S(=O)(=O)c1ccccc1)C(C)C	6	12	-1	-2	-4	6	-1	23
CC(/C=C1\SC(=S)N(NC(=O)c2ccccc2C)C1=O)=C\c1ccccc1	-6	-6	-9	-4	13	-13	2	-17
O=C(NCCN1CCCCCC1)C1CCN(S(=O)(=O)N2CCOCC2)CC1	5	6	17	10	13	-1	-10	18
C=CCNC(=O)c1onc(CSc2cccc(C)c2)c1C(=O)O	-7	-4	-8	-18	0	-16	4	13
CC1CCCC(C)N1C(=O)COc1ccccc1F (centres undefined)	3	-8	-15	-2	3	0	3	12
O=C(CSc1ncn(-c2ccccc2)n1)Nc1nc(-c2ccccc2)cs1	1	-4	-8	-21	0	8	8	7
O=C1C2C3C=CC(C4CC34)C2C(=O)N1/N=C/c1c[nH]c2ccccc12 (centres undefined)	4	3	-40	-48	5	8	-9	-36
CC(C)CNC(=O)C1c2ccccc2Oc2ccccc21	-3	-3	7	-8	-8	11	9	12
CC1CCN(CC(=O)Nc2cccc(C(=O)Nc3cccc(C(F)(F)F)c3)c2)CC1	-2	-1	0	-6	32	25	1	-1
CC(C)N(Cc1nnc(-c2ccccc2Br)o1)C(=O)c1cc(Cl)nc2ccccc12	5	7	-3	nt	21	-1	1	-27
CCCC(=N)C1=C(O)CC(CC(C)SCC)CC1=O (centres undefined)	12	-9	-5	-6	-7	3	2	0
COCCN(C(=O)CSc1cc(C)c2ccccc2n1)c1c(N)n(CC(C)C)c(=O)[nH]c1=O	2	-1	-18	-2	-1	4	5	7
O=C1CCCN2N=C(SCC(=O)Nc3ccc([N+](=O)[O-])cc3)SC2=N1	1	3	1	-12	3	-5	-4	-2
CC(C(=O)Nc1cc(Cl)cc(Cl)c1)N1CCCC1 (centres undefined)	6	2	-12	7	3	10	-3	4
